Vif inh: blocks HIV Vif function; HEK293T cells, Vif self-association by quenched fluorescence, imaging, 24 h; inhibition, % at 7.49 µM; actives 0.35% (n = 340,000); in the data active = inhibition above about 50%, passing the limit was not always enough; inconclusive = no clear call, values can overlap the other calls; inactive = below about 31%; also: some results filed as inactive read as strong as hits
aDG glyco up: increases alpha dystroglycan glycosylation; Pro5-aDG cells, alpha-DG glycosylation AlphaScreen (IIH6); 0% Pro5, 100% B10-LARGE cell signal; activation, % at 10 µM; actives 0.22% (n = 360,000);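 active = activation of at least 8% versus controls, or a plate z-score of at least 8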;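 also: Pro5 are CHO cells carrying HIG-tagged alpha-DG that lacks glycosylation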
N-glyco inh: blocks N-linked glycosylation in D54 reporter cells. D54 ERlucT glycosylation luciferase reporter, 24 h; percent of 100 nM tunicamycin response. reporter increase, % at 12.5 µM. actives 0.23% (n = 360,000). AID 588692;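 active = mean luciferase reporter signal, scaled so untreated is 0 and the glycosylation-blocking control 100, at or above a set limit in every replicate; inconclusive = mean reaches the limit but not every replicate does; inactive = mean below the limit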;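 also: luciferase carries N-glycosylation sites so blocking glycosylation raises the light; 0% = median of neutral control wells and 100% = median of 100 nM tunicamycin wells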
MC4R antagonist: antagonists of human melanocortin 4 receptor (MC4R); inhibition, % at 6.5 µM; MC4R-expressing cells, MTII-stimulated cAMP, LANCE TR-FRET; actives 0.48% (n = 360,000); P32245;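 active = inhibition above its plate's cutoff, the mean of tested wells on that plate plus 3 SD, cut at about 29% in these data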;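 also: 0% = Melanotan II alone and 100% = Melanotan II plus saturating MCL0020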
Target sequence (P32245 whole entry, looked up): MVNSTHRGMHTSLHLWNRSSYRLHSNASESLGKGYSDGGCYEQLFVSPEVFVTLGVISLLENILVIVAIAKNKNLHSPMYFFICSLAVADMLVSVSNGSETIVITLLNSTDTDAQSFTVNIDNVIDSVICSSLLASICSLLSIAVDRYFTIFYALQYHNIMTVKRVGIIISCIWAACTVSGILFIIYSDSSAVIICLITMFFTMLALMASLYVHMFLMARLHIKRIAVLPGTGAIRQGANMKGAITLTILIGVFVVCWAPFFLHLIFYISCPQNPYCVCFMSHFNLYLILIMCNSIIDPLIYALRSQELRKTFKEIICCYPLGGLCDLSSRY
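System – human MC4R-expressing U2OS cells · Also added – Melanotan II · Dosing – one concentration, 6.5 µM nominal · Timing – 30-min compound, 1-h challenge, 1-h detection, room temperature · Measured by – Eu-cAMP/anti-cAMP TR-FRET, emission 671 nm · Replicates – singlicate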
ABCB6 inh 2: inhibitors of human ABC transporter ABCB6; fluorescence ratio to DMSO, % at 10 µM; K562-ABCB6 porphyrin accumulation, flow cytometry, 1 h; hits give low values; Q9NP58; actives 0.19% (n = 360,000);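 active = fluorescence ratio to DMSO below 75%, the collection mean minus 3 SD; inconclusive = too few cells collected in the well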;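 also: signal is porphyrin accumulated inside mitochondria; 100% equals median channel fluorescence of DMSO control wells; lower ratio means ABCB6 inhibition with less porphyrin fluorescence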
PDI turbidity: blocks human protein disulfide isomerase activity | P07237 | PDI insulin aggregation turbidity, A650, 90 min | inhibition, % at 10 µM | actives 0.052% (n = 350,000) | AID 588391;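 active = mean inhibition across replicates of 30% or more, whatever share of single replicates reach that level; inconclusive = mean inhibition below 30% while every single replicate reaches 30%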;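 also: absorbance from insulin aggregation driven by PDI reduction with DTT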
HTR2A ag: mouse HTR2A agonism via beta-arrestin recruitment | P35363 | CHO-K1 mHTR2A beta-arrestin complementation, luminescence; percent of 30 µM serotonin response | activation, % at 7.6 µM | actives 0.66% (n = 360,000) | AID 624169;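 active = activation above a run cutoff, the mean activation of all tested compounds plus 3 SD, cut at about 14% in these data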;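 also: 0% = plate median of compound wells and 100% = 30 µM serotonin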
Target sequence (P35363 whole entry, looked up): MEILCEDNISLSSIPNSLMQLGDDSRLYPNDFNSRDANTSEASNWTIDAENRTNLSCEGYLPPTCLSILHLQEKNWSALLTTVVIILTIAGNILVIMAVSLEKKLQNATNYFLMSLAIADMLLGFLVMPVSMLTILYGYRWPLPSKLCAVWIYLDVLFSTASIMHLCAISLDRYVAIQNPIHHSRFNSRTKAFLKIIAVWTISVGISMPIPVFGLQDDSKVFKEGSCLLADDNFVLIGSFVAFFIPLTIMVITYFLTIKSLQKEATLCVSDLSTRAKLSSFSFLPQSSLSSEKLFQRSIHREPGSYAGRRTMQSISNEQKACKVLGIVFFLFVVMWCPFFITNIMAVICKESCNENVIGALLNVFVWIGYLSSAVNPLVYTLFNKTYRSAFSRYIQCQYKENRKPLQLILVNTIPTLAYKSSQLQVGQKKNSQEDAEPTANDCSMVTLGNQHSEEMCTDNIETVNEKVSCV
H9c2 protect: modulators protecting cardiomyocytes from myocardial damage; H9c2 cardiomyocytes, H2O2 injury protection, ATPLite, 2 h; protection from H2O2 cell death, % at 20 µM; actives 0.63% (n = 360,000);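 active = compounds giving at least 50% protection of heart cells from peroxide-induced death in the single-dose screen, raw or plate-pattern-corrected value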;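 also: 0% = DMSO wells with peroxide and 100% = DMSO wells without peroxide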
MC4R barr agon: human MC4R agonism via beta-arrestin | activation, % at 8.9 µM | P32245 | AID 540308 | actives 0.98% (n = 360,000) | U2OS MC4R beta-arrestin complementation, luminescence; percent of melanotan II response, DMSO zero;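 active = activation above a per-plate cutoff, the mean activation of sample wells on that plate plus 3 SD, cut at about 8% in these data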
CaV13 FRET inh: Disruptors of the CACNA1D IQ motif to Ca2+-dependent inactivation inhibitor domain association, primary screening, Förster resonance energy transfer in intact living …. HEK cells, CFP/YFP FRET ICDI-IQ, plate reader, 10 min; percent FRET-ratio fall versus neutral wells. AID 743397. inhibition, % at 12.3 µM. actives 0.098% (n = 340,000);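 active = mean replicate inhibition of at least 30% and at least 1% of replicates passing that level; inconclusive = only one of the two criteria is met; inactive = neither criterion is met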;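 also: 0% = median of the neutral control wells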
* hit, by the source's call; & = joins results of further samples.

Screening CCOC(=O)N1CCN(S(=O)(=O)c2ccc(C(=O)Nc3sc4c(c3C(N)=O)CC(C)(C)NC4(C)C)cc2)CC1 returned Vif inh 5.6, aDG glyco up 0.2, N-glyco inh -1.0, MC4R antagonist -2.0, ABCB6 inh 2 101.0, PDI turbidity -9.3, HTR2A ag 1.9, H9c2 protect 5.6, MC4R barr agon -3.1 and CaV13 FRET inh -7.0.
For O=C(Nc1ccccc1)N1CCN2C(=O)c3ccccc3C12c1ccccc1 (stereo not drawn) the results were aDG glyco up 0.0, N-glyco inh -0.2, MC4R antagonist 5.9, ABCB6 inh 2 105.0, PDI turbidity 1.8, HTR2A ag 7.5, H9c2 protect 5.3 and MC4R barr agon 0.9.
`Cc1[nH]nc2c1/C(=N\O)CC(C)(C)C2` gave Vif inh 15.0, aDG glyco up -0.1, N-glyco inh -1.4, MC4R antagonist 10.1, ABCB6 inh 2 99.0, PDI turbidity -0.4, HTR2A ag -3.0, H9c2 protect 4.7 and MC4R barr agon -0.9.
For CCC1(C)Cc2ccccc2-c2nc(SC)[nH]c(=O)c21 (stereo not drawn) the results were Vif inh -11.9, aDG glyco up 0.2, N-glyco inh 2.3, MC4R antagonist 2.9, ABCB6 inh 2 97.0, PDI turbidity 4.4, HTR2A ag -1.4, H9c2 protect 0.4, MC4R barr agon 3.5 and CaV13 FRET inh -18.4.
For COc1ccccc1/C=C(/C(=O)OCC(N)=O)c1ccccc1 the results were Vif inh 12.5, aDG glyco up 0.1, N-glyco inh -0.3, MC4R antagonist 3.5, ABCB6 inh 2 95.0, PDI turbidity -4.1, HTR2A ag 0.4, H9c2 protect 3.2, MC4R barr agon -1.1 and CaV13 FRET inh 1.3.
For COc1cccc(C2=NOC(C(=O)Nc3c(C)n(C)n(-c4ccccc4)c3=O)C2)c1 (stereo not drawn) the results were Vif inh -9.3, aDG glyco up 0.0, N-glyco inh 0.9, MC4R antagonist 15.8, ABCB6 inh 2 98.0, PDI turbidity 1.9, HTR2A ag -0.8, H9c2 protect -3.6, MC4R barr agon -2.1 and CaV13 FRET inh -6.2.
CN(c1ccccc1)S(=O)(=O)c1ccc(C(=O)NCCc2ccccc2)cc1 was read as Vif inh 10.0, aDG glyco up -0.1, N-glyco inh 0.5, MC4R antagonist 11.8, ABCB6 inh 2 96.0, PDI turbidity 12.2, HTR2A ag -6.6, H9c2 protect -1.3, MC4R barr agon -0.1 and CaV13 FRET inh -3.6.
Screening Cc1ccccc1OCC(O)Cn1c(=N)n(CCN2CCOCC2)c2ccccc21 (stereo not drawn) returned Vif inh 1.1&4.5, aDG glyco up 0.2&0.2, N-glyco inh -2.4&1.6, MC4R antagonist 5.1&2.9, ABCB6 inh 2 88.0&100.0, PDI turbidity 6.2&-0.5, HTR2A ag -4.7&-3.9, H9c2 protect 6.2&13.9, MC4R barr agon 0.4&-1.2 and CaV13 FRET inh -4.0&-6.4.
Screening COc1ccc2oc(=O)c(C(=O)N3CCCC3)cc2c1 returned Vif inh 5.4, aDG glyco up 0.0, N-glyco inh 0.1, MC4R antagonist -4.6, ABCB6 inh 2 98.0, PDI turbidity 6.5, HTR2A ag -0.3, H9c2 protect 6.4, MC4R barr agon -3.4 and CaV13 FRET inh -13.6.
For COc1ccccc1N1CCN(C2CCCN(Cc3c(F)cccc3F)C2)CC1 (stereo not drawn) the results were Vif inh -5.4, aDG glyco up 0.0, N-glyco inh -1.8, MC4R antagonist 7.2, ABCB6 inh 2 97.0, PDI turbidity -1.0, HTR2A ag -9.5, H9c2 protect 7.6, MC4R barr agon -0.1 and CaV13 FRET inh -6.0.
`CCn1nnnc1SCC(=O)N1c2ccccc2CCc2ccccc21` gave Vif inh -15.8, aDG glyco up 0.7, N-glyco inh -1.4, MC4R antagonist 5.9, ABCB6 inh 2 85.0, PDI turbidity 9.4, HTR2A ag 7.1, H9c2 protect 4.8, MC4R barr agon -1.1 and CaV13 FRET inh -3.8.
Screening COCCN(C(=S)Nc1c(C)cc(C)cc1C)C(C)c1cccnc1 (stereo not drawn) returned Vif inh 7.4, aDG glyco up 0.1, N-glyco inh 1.3, MC4R antagonist 4.8, ABCB6 inh 2 99.0, PDI turbidity 4.4, HTR2A ag 4.2, H9c2 protect -0.1, MC4R barr agon -1.4 and CaV13 FRET inh -2.6.
For CCOP(=O)(OCC)/C(C#N)=C/c1ccc([N+](=O)[O-])cc1 the results were Vif inh 5.0, aDG glyco up -0.1, N-glyco inh 0.7, MC4R antagonist 13.7, ABCB6 inh 2 103.0, PDI turbidity 9.7, HTR2A ag 8.1, H9c2 protect 1.9, MC4R barr agon -1.7 and CaV13 FRET inh -4.5.
COc1ccc(NC(=O)CN2CCc3ccccc3C2)cc1 was read as Vif inh inconclusive, aDG glyco up 0.0, N-glyco inh 0.7, MC4R antagonist 10.0, ABCB6 inh 2 96.0, PDI turbidity -3.6, HTR2A ag 2.1, H9c2 protect 0.8, MC4R barr agon -0.1 and CaV13 FRET inh -1.2.
Cc1cccc(NC(=O)C2C(c3ccccc3)C2(Cl)Cl)c1 (stereo not drawn) was read as Vif inh -7.5, aDG glyco up 0.3, N-glyco inh -2.1, MC4R antagonist 2.8, ABCB6 inh 2 94.0, PDI turbidity -1.3, HTR2A ag -6.0, H9c2 protect -25.2, MC4R barr agon 0.2 and CaV13 FRET inh -4.1.
Screening Cc1cc2c3c(ccc(C)c3n1)N=CN2c1ccccc1 returned aDG glyco up 3.3, N-glyco inh 4.2, MC4R antagonist 12.0, ABCB6 inh 2 102.0, PDI turbidity 8.9, HTR2A ag 2.5, H9c2 protect 8.3, MC4R barr agon 3.8 and CaV13 FRET inh -0.8.
`COc1cccc(C2C(C#N)=C(N)Oc3cc(C)n(Cc4ccco4)c(=O)c32)c1` (stereo not drawn) gave Vif inh -2.0, aDG glyco up 0.0, N-glyco inh -1.1, MC4R antagonist 11.2, ABCB6 inh 2 97.0, PDI turbidity -7.0, HTR2A ag 0.1, H9c2 protect -9.5, MC4R barr agon -1.1 and CaV13 FRET inh -5.3.
COc1ccc(CCNC(=O)CSc2nnc3ccc(-c4cccnc4)nn23)cc1OC was read as Vif inh -2.7, aDG glyco up 0.0, N-glyco inh 2.0, MC4R antagonist 1.0, ABCB6 inh 2 103.0, PDI turbidity -0.7, HTR2A ag -2.4, H9c2 protect 3.3, MC4R barr agon -0.8 and CaV13 FRET inh -5.2.
Screening Cc1c(N2C(=O)CS/C2=N\N=C\c2ccc(Br)cc2)c(=O)n(-c2ccccc2)n1C returned Vif inh 12.2, aDG glyco up -0.3, N-glyco inh 1.0, MC4R antagonist 0.8, ABCB6 inh 2 100.0, PDI turbidity -9.0, HTR2A ag 7.0, H9c2 protect -5.0, MC4R barr agon -1.7 and CaV13 FRET inh -6.3.
O=C(Nc1ccc(F)c([N+](=O)[O-])c1)c1ccc2c(c1)OCCO2 was read as Vif inh -5.4, aDG glyco up 0.7, N-glyco inh -5.1, MC4R antagonist 9.5, ABCB6 inh 2 99.0, PDI turbidity 4.6, HTR2A ag -5.5, H9c2 protect -16.9, MC4R barr agon -0.8 and CaV13 FRET inh -6.3.
`CCOc1ccc(CN2CCN(C3CCC3)CC2CCO)cc1` (stereo not drawn) gave Vif inh 6.2, aDG glyco up 0.0, N-glyco inh -1.0, MC4R antagonist 2.3, ABCB6 inh 2 113.0, PDI turbidity 2.6, HTR2A ag -6.0, H9c2 protect 5.4, MC4R barr agon 0.6 and CaV13 FRET inh -19.5.
Screening COc1cc(NC(=O)C2=C(C)OCCS2)c(Cl)cc1C(=O)NCCN1CCN(C)CC1 returned Vif inh -6.2, aDG glyco up -0.1, N-glyco inh -3.9, MC4R antagonist 7.5, ABCB6 inh 2 96.0, PDI turbidity 10.7, HTR2A ag -0.7, H9c2 protect 14.5, MC4R barr agon -3.2 and CaV13 FRET inh -5.4.
Cc1cc(OCC(=O)NC2CCCCC2)ccc1Cl was read as Vif inh 3.8, aDG glyco up -0.1, N-glyco inh 1.2, MC4R antagonist 1.4, ABCB6 inh 2 101.0, PDI turbidity 2.9, HTR2A ag 7.0, H9c2 protect -3.0, MC4R barr agon 1.7 and CaV13 FRET inh -5.0.
`CC(=O)c1cnc2cc(-c3cccc(Br)c3)nn2c1C` gave Vif inh 14.8, aDG glyco up -0.2, N-glyco inh -0.4, MC4R antagonist -2.1, ABCB6 inh 2 102.0, PDI turbidity -5.7, HTR2A ag -2.5, H9c2 protect -0.2, MC4R barr agon -0.4 and CaV13 FRET inh 2.1.
`O=C(C[C@H]1C(=O)N(CCc2ccccc2)C[C@@H]1Cc1ccccc1)Nc1ccc(Br)cc1` gave Vif inh 8.0, aDG glyco up 0.4, N-glyco inh -3.0, MC4R antagonist 6.9, ABCB6 inh 2 99.0, PDI turbidity -1.6, HTR2A ag -2.0, H9c2 protect -8.5, MC4R barr agon 2.9 and CaV13 FRET inh -5.3.
Screening CCOC(=O)c1sc(N2C(=O)C(O)=C(C(=O)c3ccco3)C2c2ccco2)nc1C (stereo not drawn) returned Vif inh 10.4, aDG glyco up 0.3, N-glyco inh -0.6, MC4R antagonist 1.3, ABCB6 inh 2 100.0, PDI turbidity -7.6, HTR2A ag 10.0, H9c2 protect 7.6, MC4R barr agon -0.3 and CaV13 FRET inh -5.0.
`Cc1cccc(C2(c3cccc(C)c3)OC(=O)c3ccccc32)c1` gave Vif inh 15.3, aDG glyco up -0.1, N-glyco inh -5.5, MC4R antagonist -3.3, ABCB6 inh 2 127.0, PDI turbidity 13.1, HTR2A ag -5.6, H9c2 protect -30.2, MC4R barr agon 1.4 and CaV13 FRET inh -5.4.
`CCN(CC)C(=O)C1CCCN(C(=O)Nc2ccc3nsnc3c2)C1` (stereo not drawn) gave aDG glyco up 0.0, N-glyco inh -1.3, MC4R antagonist 17.8, ABCB6 inh 2 105.0, PDI turbidity 8.5, HTR2A ag 3.8, H9c2 protect 7.7 and MC4R barr agon 1.6.
`Cc1ccc(N2C(=O)c3ccc(C(=O)N4CCOCC4)cc3C2=O)cc1C` gave Vif inh -2.4, aDG glyco up -0.1, N-glyco inh 0.3, MC4R antagonist 4.4, ABCB6 inh 2 95.0, PDI turbidity 3.0, HTR2A ag 5.2, H9c2 protect -1.1, MC4R barr agon 0.0 and CaV13 FRET inh -3.7.
`CC(NC(=O)Cc1ccc(NC2=NC3CS(=O)(=O)CC3S2)cc1)c1ccccc1` (stereo not drawn) gave Vif inh inconclusive, aDG glyco up 0.1, N-glyco inh 1.8, MC4R antagonist 4.3, ABCB6 inh 2 95.0, HTR2A ag 8.6, H9c2 protect 9.7, MC4R barr agon 0.5 and CaV13 FRET inh -5.6.
Screening CC(C)CC(=O)NC(=S)Nc1sc2c(c1C(N)=O)CCC2 returned Vif inh -7.7, aDG glyco up -0.1, N-glyco inh 1.1, MC4R antagonist 16.3, ABCB6 inh 2 100.0, PDI turbidity -1.5, HTR2A ag 6.1, H9c2 protect 3.0, MC4R barr agon -1.8 and CaV13 FRET inh -6.6.
`CCOc1ccc(OCCCCOc2ccccc2C(C)=O)cc1` gave Vif inh 2.6, aDG glyco up 0.3, N-glyco inh -1.5, MC4R antagonist 1.7, ABCB6 inh 2 78.0, PDI turbidity 2.0, HTR2A ag -0.9, H9c2 protect -6.9, MC4R barr agon 1.7 and CaV13 FRET inh -5.8.

Rows were taken by chance; 3.6% or so of the library scored in one or more.
